From PubChem
GPR151 ag: activates the human receptor GPR151 | PathHunter beta-arrestin GPR151 cells, luminescence | activation, % at 11.2 µM | Q8TDV0 | 650,000 tested, 1% active; in the data active = activation above about 4.9%;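 note: 0% = median of compound wells and 100% = cells with positive control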
TEAD-YAP block: TEAD-YAP interaction inhibition. 640,000 tested, 1.4% active. AID 1259422. HEK-TIYL cells, TEAD-Gal4/YAP UAS-luciferase luminescence. inhibition, % at 9.12 µM; in the data active = inhibition above about 32%;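 note: 0% = median of test compound wells and 100% = reference inhibitor wells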
FBW7 act: human FBW7 E3 ligase activation, primary screen. AlphaScreen FBW7–phospho-cyclin E peptide binding, activator screen. normalized activity (activation), % at 26.1 µM. 650,000 tested, 0.13% active; in the data active = normalized activity above about 1.9%;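 note: purified mutant Fbw7 with reduced substrate affinity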
Target sequence (Q969H0 whole entry, looked up): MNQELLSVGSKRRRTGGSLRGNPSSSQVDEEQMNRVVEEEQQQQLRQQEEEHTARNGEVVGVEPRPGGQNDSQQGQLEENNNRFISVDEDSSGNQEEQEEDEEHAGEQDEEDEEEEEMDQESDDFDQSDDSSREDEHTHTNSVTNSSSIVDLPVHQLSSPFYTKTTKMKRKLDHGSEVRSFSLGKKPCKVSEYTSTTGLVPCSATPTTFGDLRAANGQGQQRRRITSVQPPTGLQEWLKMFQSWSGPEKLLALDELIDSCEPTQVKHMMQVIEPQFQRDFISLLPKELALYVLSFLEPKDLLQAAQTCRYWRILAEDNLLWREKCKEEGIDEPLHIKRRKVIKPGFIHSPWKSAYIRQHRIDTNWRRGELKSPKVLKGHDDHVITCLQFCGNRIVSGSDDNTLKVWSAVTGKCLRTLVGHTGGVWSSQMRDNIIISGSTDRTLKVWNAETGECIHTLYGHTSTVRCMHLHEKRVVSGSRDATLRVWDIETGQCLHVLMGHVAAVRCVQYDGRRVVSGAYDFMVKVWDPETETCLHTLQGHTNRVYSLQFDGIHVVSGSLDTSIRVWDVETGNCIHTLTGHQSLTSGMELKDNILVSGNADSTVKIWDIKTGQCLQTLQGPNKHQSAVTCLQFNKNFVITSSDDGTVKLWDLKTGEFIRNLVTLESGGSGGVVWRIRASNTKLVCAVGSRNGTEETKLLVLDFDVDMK
MITF inh: blocks human microphthalmia-associated transcription factor. AlphaScreen MITF homodimerization, bead proximity signal. inhibition, % at 2.6 µM. 650,000 tested, 0.91% active; in the data active = inhibition above about 50%;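 note: 0% = vehicle wells with protein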
* = called active by the depositor; i = inactive.

SMILES	GPR151 ag	TEAD-YAP block	FBW7 act	MITF inh
CCc1ccc(NC(=O)c2cc3c(=O)n4ccccc4nc3s2)cc1	0.2	-3	0.0	10
COc1ccccc1OC(=O)CCc1nc2ccccc2s1	0.4	0	0.4	-7
Cc1cccn2c(=O)c3cc(C(=O)NCCc4ccccc4)c(=N)n(C4CCCC4)c3nc12	-0.5	2	0.0	10
CN1CCN(CCCNC(=O)c2ccc(CNc3nc(=S)[nH]c4ccccc34)cc2)CC1	-1.3	3	0.1	16
COc1c(Cl)cc(C(=O)N2N=N2)cc1Cl	1.5	9	0.0	2
CC(=O)Nc1ccc(C(=O)OCc2nc3sc(C)c(C)c3c(=O)[nH]2)cc1	-1.3	-4	0.2	17
O=C(Nc1ccc(N2CCOCC2)cc1)c1csc(-c2ccc(N3CCOCC3)nc2)n1	-0.7	-3	0.1	16
Nc1c(C(=O)N2CCCCC2)sc2nc3c(cc12)CCCCC3	-1.5	-57	0.1	-11
Cc1ccc(OCC(O)Cn2c(NCCN(C)C)nc3c2c(=O)n(C)c(=O)n3C)cc1 (centres undefined)	-0.4	-5	0.4	14
COc1ccc(N=C2SCC(=O)N2S(=O)(=O)c2ccc(F)cc2)cc1	-0.8	13	-0.1	0
O=[N+]([O-])c1ccccc1S(=O)(=O)Nc1ccc(-c2nc3cccnc3s2)cc1	0.8	-21	0.1	-2
CC(NC(=O)CSc1nnnn1-c1ccccc1)C1CC2CCC1C2 (centres undefined)	-0.1	0	-0.1	-9
COc1ccc(C(=O)COC(=O)c2ccc3c(c2)OCCO3)cc1	0.7	3	0.0	6
Cc1cc2cc3c(cc2n2c(SCC(=O)NNC(=O)c4ccco4)nnc12)OCCO3	0.4	9	0.1	11
Cc1ccc(NCC(O)COc2ccc(OCC(O)CNc3ccc(C)cc3C)cc2)c(C)c1 (centres undefined)	-0.8	4	-0.1	-10
COc1ccccc1C(=O)N/C(=C\c1ccccc1)C(=O)O	0.6	5	0.0	2
CCCCn1c(N)c(-c2nc3ccccc3o2)c2c([N+](=O)[O-])nn(CC)c(=O)c21	1.1	-3	0.0	-5
CN(C)CCN1C(=O)C2C3c4ccccc4C([N+](=O)[O-])(c4ccccc43)C2C1=O (centres undefined)	1.0	-7	0.0	6
COc1ccc(S(=O)(=O)Nc2cc(C(C)C)c(O)cc2C)cc1	0.7	3	0.0	-10
CC(=O)c1c(C)oc2c1cc(NS(=O)(=O)c1ccc(Br)cc1)c1ccccc12	-1.6	47*	1.0	24
c1ccc(CNc2nc(NCc3cccnc3)nc3nc[nH]c23)cc1	0.2	-8	0.1	-10
Cc1cccc(N2C(=O)c3cccc4c(N5CCOCC5)ccc(c34)C2=O)c1	0.1	11	0.0	-10
O=C(NCC(=O)N1CCN(c2ccccc2)CC1)c1ccccc1Cl	-1.5	-4	0.0	-2
O=S(=O)(O)c1ccc(-n2cnnn2)cc1	1.1	17	0.1	15
O=C(Nc1ccc(S(=O)(=O)Nc2ncccn2)cc1)c1sc2ccccc2c1Cl	-0.1	-6	-0.3	37
COc1ccc(NC(=O)c2ccc(C)cc2Cl)cc1	-5.2	73*	0.0	48
O=C(O)c1ccc(-n2cnc3ccccc32)cc1	-1.3	3	-0.1	-9
CC(C)(C)c1[nH]nc2c1C(c1cn[nH]c1-c1ccc(F)cc1)C(C#N)=C(N)O2 (centres undefined)	0.5	-27	-0.1	2
Cc1ccc(-n2c(SCC(=O)N3CC(C)CC(C)C3)nc3n[nH]c(C)c3c2=N)cc1C (centres undefined)	0.5	10	-0.1	4
Cc1ccc2c(c1)c(=O)nc1n2CC(O)=C1c1nc2ccccc2n1C	-1.1	2	0.0	12
CCOC(=O)c1sc(NC(=O)C(C)Sc2nnc(CNC(=O)c3ccccc3OC)n2C2CCCCC2)c(C(=O)OCC)c1C (centres undefined)	0.3	0	-0.1	-6
CCOC(=O)c1sc2nc(SCc3ccc(OC(F)(F)F)cc3)n(Cc3ccc(F)cc3)c(=O)c2c1C	-1.0	-2	0.2	8
O=[N+]([O-])c1ccc(/C=N/Nc2cccc([N+](=O)[O-])c2)cc1	-0.6	2	0.1	6
O=C(Nc1nc(-c2cc3ccccc3o2)cs1)c1cccc(F)c1	-1.9	-7	0.4	16
CCCNC(=O)c1cc(N2CCN(c3ccccn3)CC2)nc2ccccc12	0.3	-3	0.4	-14
CC(C)/C=C1\CC/C(=C\c2ccccn2)C1=O	0.3	-5	-0.1	-4

The last 4 entries of the section above open the next one:
SMILES	GPR151 ag	TEAD-YAP block	FBW7 act	MITF inh
O=[N+]([O-])c1ccc(/C=N/Nc2cccc([N+](=O)[O-])c2)cc1	-0.6	2	0.1	6
O=C(Nc1nc(-c2cc3ccccc3o2)cs1)c1cccc(F)c1	-1.9	-7	0.4	16
CCCNC(=O)c1cc(N2CCN(c3ccccn3)CC2)nc2ccccc12	0.3	-3	0.4	-14
CC(C)/C=C1\CC/C(=C\c2ccccn2)C1=O	0.3	-5	-0.1	-4
COc1ccc(Cl)cc1C(=O)N/C(=C\c1cccc([N+](=O)[O-])c1)C(=O)Nc1cccc(C(C)=O)c1	-1.3	-11	-0.2	7
COc1cccc(-n2c(=S)[nH]c3ncccc3c2=O)c1	1.9	1	0.0	0
O=C1N[C@H](Cc2ccccc2)C(=O)N2CCN(C(=O)c3cccs3)C[C@H]12	0.7	5	-0.2	-7
COC(=O)c1ccccc1Oc1ccccc1OC	2.6	5	0.0	-2
Cn1c(=O)n(CC(=O)NC23CC4CC(CC(C4)C2)C3)c2cccnc21	-0.5	-20	-0.1	1
CSc1ccc(CNCCCN(C)C)cc1	-0.2	0	1.0	19
COc1ccccc1NC(=O)Cn1c(=O)n(CCc2ccccc2)c(=O)c2cccnc21	-0.6	1	0.9	14
COc1ccccc1N1C(=N)S/C(=C/c2ccc(Br)c([N+](=O)[O-])c2)C1=O	-0.3	3	0.1	9
COc1cccc(C(=O)N(CCO)Cc2cc3cc(C)ccc3[nH]c2=O)c1	0.3	1	-0.1	7
CCOC(=O)c1cc2c(=O)n3ccccc3nc2n(CCCOC)c1=NC(C)=O	0.1	9	-0.1	1
CCN(CC)S(=O)(=O)c1ccc(NN=C2CCCCC2)c([N+](=O)[O-])c1	-2.1	4	-0.1	1
COc1cccc(C(CNS(=O)(=O)c2ccc3c(c2)OCCO3)N2CCOCC2)c1 (centres undefined)	-1.8	-3	0.1	9

Taken from the entries so far (five entries):
SMILES	GPR151 ag	TEAD-YAP block	FBW7 act	MITF inh
COc1ccccc1N1C(=N)S/C(=C/c2ccc(Br)c([N+](=O)[O-])c2)C1=O	-0.3	3	0.1	9
COc1cccc(C(=O)N(CCO)Cc2cc3cc(C)ccc3[nH]c2=O)c1	0.3	1	-0.1	7
CCOC(=O)c1cc2c(=O)n3ccccc3nc2n(CCCOC)c1=NC(C)=O	0.1	9	-0.1	1
CCN(CC)S(=O)(=O)c1ccc(NN=C2CCCCC2)c([N+](=O)[O-])c1	-2.1	4	-0.1	1
COc1cccc(C(CNS(=O)(=O)c2ccc3c(c2)OCCO3)N2CCOCC2)c1 (centres undefined)	-1.8	-3	0.1	9

(list continues)
SMILES	GPR151 ag	TEAD-YAP block	FBW7 act	MITF inh
CCN(CC)c1cccc(OC(=O)c2ccc([N+](=O)[O-])o2)c1	0.4	10	0.0	12
CCOc1ccc(/C=N/NC(=O)CCn2nnc3ccccc32)cc1	3.0	-8	0.5	6
O=C(COc1ccccc1Cl)N1CCC[C@@H]2CN(Cc3ccsc3)CC[C@H]21	-1.3	-2	-0.1	-4
CCSCCOC(=O)C1=C(C)NC2=C(C(=O)CC(c3ccccc3)C2)C1c1ccc(OCc2ccccc2)c(OC)c1 (centres undefined)	0.2	-4	0.4	-11
COc1cc(/C=C/[C@@H]2C[C@H]3CN(C4CCCC4)C(=O)[C@]34CCCN24)ccc1O	0.5	2	-0.1	-2
O=C(Cc1cccs1)Nc1ccc2sccc2c1	1.7	-59	0.1	-5
CC(C)NC(=S)N1CCN(c2ccc(N3CCOCC3)nn2)CC1	0.4	7	0.3	16
COc1ccc(Br)cc1CNC(=O)c1ccc(CS(=O)c2ccccc2)o1 (centres undefined)	-0.7	4	-0.3	-2
Cc1cc(C)c2c(n1)nn1c(NCc3ccco3)cc(C)nc21	0.7	7	254*	i
O=CN1CCN(S(=O)(=O)c2ccc(F)c(F)c2)CC1	-2.8	3	0.5	2
COc1cc(Nc2nc(NCCN(C(C)C)C(C)C)c3ncn(C4CCCCC4)c3n2)cc(OC)c1OC	4.2	3	0.0	-6
CCc1ccc(NC(=O)C/C(C)=N/NC(=O)COc2ccc(Br)cc2C)cc1	-0.6	0	0.1	17
Cc1cccn2c(=O)c3cc(C#N)c(=O)n(-c4ccc(Cl)cc4)c3nc12	1.0	-7	0.1	10
N#CCSc1nc2cc(C(=O)NCc3cccc(Cl)c3)ccc2c(=O)n1C1CCCCC1	-1.0	4	0.0	-6
COc1ccc(Cn2c(=O)cnn(C3OC(COC(C)=O)C(OC(C)=O)C(OC(C)=O)C3OC(C)=O)c2=O)cc1Br (centres undefined)	1.1	10	0.5	12
O=C(CCS(=O)(=O)c1ccc(Br)s1)Nc1ccc(F)cc1	-0.1	-2	0.0	8
O=C(c1ccc(N2C(=O)C3C4C=CC(C4)C3C2=O)cc1)N1CCN(C(=O)c2ccc(N3C(=O)C4C5C=CC(C5)C4C3=O)cc2)CC1 (centres undefined)	0.3	-12	-0.1	-2
CNC(=O)CSc1nnnn1-c1ccc(C)c(C)c1	-0.2	-6	-0.2	4
CCOC(=O)c1[nH]c(C)c(CN(C(=O)CCC(=O)O)c2ccc(F)cc2)c1C	0.1	10	0.0	10
CC1(C)C(=O)N(Cc2ccccc2)c2ccccc2N1C(=O)c1ccc(Cl)cc1	-0.9	3	0.7	8
COC(=O)c1ccc2c(=O)n(C3CCCC(C)C3C)c(=S)[nH]c2c1 (centres undefined)	1.8	-10	0.0	-13
COc1ccc(C(=O)NCC(=O)N=Nc2c(O)[nH]c3ccccc23)cc1OC	-0.7	5	0.0	-43
O=C(CCCn1c(SCC(=O)NCc2ccco2)nc2ccccc2c1=O)NCc1cccc(Cl)c1	1.1	2	-0.1	-3
CCOC(=O)CSc1nc2ccccc2n2c(C)nnc12	0.1	12	-0.1	-13
COc1cccc(-n2nc(C(=O)Nc3ccc(F)cc3F)c3ccccc3c2=O)c1	1.7	14	-0.1	0
C/C(=C\c1nsc(Nc2ccc(F)c(Cl)c2)n1)NCCC1=CCCCC1	-0.7	-13	0.1	18
O=C(CSc1nc2ccccc2[nH]1)N1CCc2ccccc21	0.2	-5	0.1	2
C=CCn1c(=O)c(C(=O)Nc2ccc([N+](=O)[O-])cc2O)c(O)c2ccccc21	2.9	-7	-0.1	-10
CCOc1ccc(NCC(O)Cn2c3ccc(Br)cc3c3cc(Br)ccc32)cc1 (centres undefined)	0.0	-5	-0.1	20
COc1ccc(-n2c(C)cc(-c3csc(N)n3)c2C)cc1	1.2	2	-0.1	5
COc1ccccc1Nc1nc(C)cc(C)n1	-1.8	-4	0.3	10
O=S(=O)(c1cccc(S(=O)(=O)N2CCN(Cc3ccccc3)CC2)c1)N1CCCC1	0.6	7	0.0	53*
O=C(O)CNS(=O)(=O)c1cccs1	-0.9	-4	0.0	-4
CCN(CC)C(=O)CSc1ncnc2c(-c3ccc([N+](=O)[O-])cc3)nsc12	-0.5	-5	0.2	-16
Cc1cccn2c(=O)c(/C=C(\C#N)C(=O)NC3CCCC3)c(Oc3ccc(Cl)cc3)nc12	2.1	0	0.0	2
Cc1cc2nc3ccccc3n2c(N)c1C#N	2.0	17	0.1	13
COC(=O)c1c(C(=O)OC)c(C)n(Cc2ccco2)c1C	-0.7	0	0.2	8
CCc1ccc(-n2c(N)c(C(=O)Nc3ccccc3OC)sc2=S)cc1	0.2	-3	-0.1	4
CCc1nc2sccn2c(=O)c1C(=O)N1CCOCC1	-0.7	9	0.8	11
CCCCOc1cccc(C(=O)NC(=S)Nc2ccc(S(N)(=O)=O)cc2)c1	0.0	-21	0.7	15
COC(=O)c1cc(C(=O)OC)cc(N2C(=O)c3ccc(Oc4cccc([N+](=O)[O-])c4)cc3C2=O)c1	-0.9	-3	0.4	13
Cc1cccc(NC(=O)CSc2nccn2-c2cccc(C)c2)c1	1.3	9	-0.2	11
COC(=O)c1ccc2c(c1)C(=O)N(c1ccc(C(=O)OCC(C)C)cc1)C2=O	-1.2	-1	-0.1	4
COc1ccc(C(=O)NC(=S)Nc2cccc(C(=O)O)c2)cc1	2.4	61*	0.0	-1
CCN(CC)c1nc(=S)nc(NC(C)(C)C)[nH]1	0.1	7	-0.1	-4
Cc1c(Cl)c([N+](=O)[O-])nn1CC(=O)Nc1sc2c(c1C#N)CCC(C(C)(C)C)C2 (centres undefined)	1.6	2	-0.4	-4
CS(=O)(=O)c1ccc2nc(NC(=O)CN3C(=O)CCC3=O)sc2c1	0.7	2	0.1	-3
CC(C)n1cnc2c(NCCN3CCOCC3)nc(Nc3cccc(N(C)C)c3)nc21	3.7	4	0.1	14
CCC(=O)Nc1ccc(NC(=O)CSc2nc(C)c(CC)c(=O)[nH]2)cc1C	-0.5	18	0.4	18
Cc1ccc(-c2nnc(Nc3ccc(C(N)=O)cc3)c3ccccc23)cc1S(=O)(=O)NCc1ccccn1	-0.8	-7	0.0	6
COc1ccc(C(=O)CSc2ncnc3sc4c(c23)CCCC4)cc1	-0.9	3	-0.1	-3
